IMPase Li inh – membrane-permeable IMPase blocker, potentiated with lithium. actives 0.35% (n = 210,000). Potency, µM (highest dose often 59.4 µM), for inactives: at the top dose activity, negative = IMPase inhibition, usual class: inhibitors. CHO-M1 cells, IP1 TR-FRET (IP-One), carbachol + lithium;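 note: IP1 builds up when IMPase is blocked and the TR-FRET signal falls; plate controls were basal vehicle for no effect and high inhibitor control for full effect; nearly all actives have a fitted effect of over 50% in size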
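Test compounds were applied to CHO-M1 cells previously cultured for 16–30 h at 2000 per well. A small lithium amount accompanied them; after 30 min at 37C, IP1 was quantified by TR-FRET.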
Luc counter – Kinase-Glo luciferase inhibition (counter-screen). Q27757. Potency, µM (series often up to 38.3 µM), without a hit: top-dose activity change, negative = inhibition, hits mostly inhibitors. Kinase-Glo luciferase, ATP luminescence, 8 min. actives 0.28% (n = 200,000); note: % is set by controls: 0 for no effect and ±100 for the full control effect; nearly all actives have a fitted effect of over 60% in size
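Kinase-Glo luciferase light output from ATP and luciferin was measured with 10 uM ATP, within the enzyme's linear range. Buffer: 50 mM imidazole pH 7.2, 50 mM KCl, 7 mM MgCl2, 0.01% Tween 20, 0.05% BSA; luminescence read after 8 min at ambient temperature.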
NPSR antagonist – antagonists of human neuropeptide S receptor cAMP signaling; Q6W5P4; CHO-NPSR cells, cAMP TR-FRET, antagonist mode; Potency, µM (highest dose often 38.3 µM), for inactives: top-dose activity change, negative = inhibition, actives largely listed as inhibitors; actives 1% (n = 220,000); AID 1461; note: % is set by controls: 0 for no effect and ±100 for the full control effect; nearly all actives have a fitted effect of over 50% in size; many of its hits are not listed in these tables
Target sequence (Q6W5P4 whole entry, looked up): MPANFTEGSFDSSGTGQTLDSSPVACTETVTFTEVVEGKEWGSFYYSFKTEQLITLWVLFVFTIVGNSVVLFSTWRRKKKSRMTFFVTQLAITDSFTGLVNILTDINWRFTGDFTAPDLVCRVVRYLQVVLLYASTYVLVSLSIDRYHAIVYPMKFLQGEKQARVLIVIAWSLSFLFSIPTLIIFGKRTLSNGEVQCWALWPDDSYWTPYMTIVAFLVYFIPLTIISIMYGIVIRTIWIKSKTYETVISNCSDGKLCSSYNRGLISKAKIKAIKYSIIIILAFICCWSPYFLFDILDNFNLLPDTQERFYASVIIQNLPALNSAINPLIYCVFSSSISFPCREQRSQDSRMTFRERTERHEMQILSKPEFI
SMN2 splice up – increases expression of the SMN2 splice variant; AID 1458; HEK293 SMN2-luciferase splicing reporter, luminescence, 30-36 h; Potency, µM (highest dose often 46.1 µM), without a hit: at the highest dose activity change, positive = activation, most hits filed as activators; actives 2.8% (n = 210,000); note: % of control where 0% means no effect; nearly all actives have a fitted effect of over 55% in size
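qHTS luciferase splicing reporter: luminescence rises when SMN2 exon 7 is included in transfected HEK293 cells. Compound exposure lasted 30-36 h at 37C, with 4.5 mM final sodium butyrate as control, followed by a ONE-Glo read.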
RGS12 GoLoco inh – blocks human Gai1 binding to RGS12 GoLoco peptide, red readout; Potency, µM (top dose mostly 61.6 µM), inactives show at the top dose activity, negative = inhibition, most hits filed as inhibitors; P63096; actives 0.44% (n = 230,000); Gai1:RGS12 GoLoco peptide FP, rhodamine, 10 min; active = well fitted inhibition curve with a large enough effect, not every such curve was filed as active; inactive = no such curve, though single readings can be large or run the other way; note: % is set by controls: 0 for no effect and ±100 for the full control effect; nearly all actives have a fitted effect of over 30% in size; many of its hits are not listed in these tables
Target sequence (P63096 whole entry, looked up): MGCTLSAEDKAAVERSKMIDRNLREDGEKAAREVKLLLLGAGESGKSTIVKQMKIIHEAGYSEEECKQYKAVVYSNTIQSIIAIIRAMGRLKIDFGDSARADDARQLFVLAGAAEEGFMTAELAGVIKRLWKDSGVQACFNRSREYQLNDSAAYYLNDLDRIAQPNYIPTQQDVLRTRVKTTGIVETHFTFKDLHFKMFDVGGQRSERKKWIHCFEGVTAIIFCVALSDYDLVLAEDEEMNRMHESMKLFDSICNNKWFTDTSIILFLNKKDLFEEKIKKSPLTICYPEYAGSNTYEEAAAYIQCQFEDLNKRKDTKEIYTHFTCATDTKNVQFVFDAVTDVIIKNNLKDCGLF
RECQ1 inh – blocks DNA unwinding by human RECQ1 | P46063 | RECQ1 DNA unwinding, red fluorescence kinetic read | Potency, µM (doses to about 57.3 µM), without a hit: at the top dose activity, negative = inhibition, actives largely listed as inhibitors | actives 0.54% (n = 240,000) | AID 2549;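 note: plate controls were vehicle for no effect and no enzyme for full effect; nearly all actives have a fitted effect of over 30% in size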
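RECQ1T1 50 nM; forked duplex (20 bp + 30-nt ss tails) 200 nM, ATP 2 mM final; pH 8.0, 2 mM MgCl2, 2.5 ug/ml poly(dI-dC); 15 min compound preincubation; discontinuous kinetic read over 2 h at RT.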
Epigenetic reg – regulators of epigenetic silencing causing reporter derepression in mouse cells; Potency, µM (doses to about 53.9 µM), inactives show top-dose GFP activation, most hits filed as activators; AID 1865; actives 0.2% (n = 280,000); murine LDR cells, GFP reporter derepression, 30 h; note: % of control where 0% means no effect; nearly all actives have a fitted effect of over 60% in size
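Murine LDR cells bearing a silenced CMV-driven GFP reporter were exposed to compound for 30 h at 37 C. After PBS washes, GFP-positive cells (20-120 um objects) counted by laser-scanning microplate cytometry.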
KDM4E inh – JMJD2E (human) inhibition. JMJD2E catalytic domain, FDH-coupled NADH fluorescence (FDH is formaldehyde dehydrogenase). B2RXH2. Potency, µM (doses to about 57.1 µM), without a hit: top-dose activity change, negative = inhibition, most hits filed as inhibitors. actives 1.6% (n = 230,000); active = well fitted inhibition curve with a large enough effect, not every such curve was filed as active; inconclusive = small, poorly fitted or top-dose-only effect, or another doubt; inactive = no such curve, though single readings can be large or run the other way;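 note: 0% = wells with enzyme and -100% = buffer wells without enzyme; nearly all actives have a fitted effect of over 50% in size; many of its hits are not listed in these tables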
Target sequence (B2RXH2 1-337 limits assumed): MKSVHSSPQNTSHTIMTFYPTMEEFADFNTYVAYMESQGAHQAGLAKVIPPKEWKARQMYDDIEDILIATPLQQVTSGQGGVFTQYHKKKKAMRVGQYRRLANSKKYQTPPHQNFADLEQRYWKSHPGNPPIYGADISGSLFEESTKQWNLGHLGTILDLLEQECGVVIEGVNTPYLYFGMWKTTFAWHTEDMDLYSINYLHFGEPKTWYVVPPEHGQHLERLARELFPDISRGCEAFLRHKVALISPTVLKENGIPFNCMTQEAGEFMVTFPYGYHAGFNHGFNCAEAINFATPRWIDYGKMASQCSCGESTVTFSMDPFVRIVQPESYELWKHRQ
Active calls of the source: *; i = inactive; ? = inconclusive; · = not tested or not shown; & = joins results of further samples; [ ] = remark or other dose. Unless noted, calls come from the whole dose curve; as a rule, active = well fitted curve in the direction sought with a large enough effect; inconclusive = small, poorly fitted or top-dose-only effect, or another doubt; inactive = no such curve, though single readings can be large; an effect the other way counts as inactive or inconclusive. Potency is the fitted concentration of half-maximal effect. Only part of the results is shown; count on the stated rates, not on these rows.

SMILES	IMPase Li inh	Luc counter	NPSR antagonist	SMN2 splice up	RGS12 GoLoco inh	RECQ1 inh	Epigenetic reg	KDM4E inh
CC1(C)Cc2c(ccc3ccccc23)C2=C(C(=O)N3CCCC3)C(=O)C(=O)N21	?	-4%	18%	-19%	6%	-4%	-1.3%	-6%
C1CCc2nnc(C3CC3)n2CC1	3%	0%	12%	-1%	-14%	i	1.1%	7%
CCOC(=O)C(=O)c1c(-c2ccccc2)nc2ccccn12	1%	0%	16%	17%	0%	-4%	2.6%	-1%
COc1ccc(OC)c(S(=O)(=O)N2CCCCC2C(=O)N2CCN(c3ccccn3)CC2)c1 (stereo unspecified)	1%	4%	4%	-8%	-7%	-3%	1.1%	?
CCC(=O)N/N=C(\C)CC(=O)Nc1cccc([N+](=O)[O-])c1	-10%	-5%	13%	19%	-14%	i	-5.6%	-4%
C/C(=N\NC(=O)COc1ccccc1)c1ccc(O)cc1	-2%	-1%	17%	·	-21%	i	-7.2%	-12%
CC(C)NC(=O)CN1C(=O)c2ccccc2S1(=O)=O	4%	1%	-8%	·	5%	5%	1.1%	?
COc1cccc(N2CC(C(=O)OC(C)C(=O)c3ccccc3)CC2=O)c1 (stereo unspecified)	13%[38.3 µM]	5%	-9%[46.1 µM]	24%	0%	7%	0.0%	-1%
COc1cccc(/C=C/c2ccncc2)c1OC	-1%[38.3 µM]	5%	-22%[46.1 µM]	8%	-3%	-9%	-1.0%	?
CC(C)CNc1oc(-c2ccccc2Cl)nc1C#N	1%	1%	9%	·	3%	i	2.3%	?
CCCn1c(=O)c(C(=O)Nc2ncccc2C)c(O)c2ccccc21	20%	1%	-7%	-19%	30%[activator]	i	7.7%	?
COCCN(C(=O)CSc1nc2ccccc2c(=O)n1C(C)COC)c1c(N)n(Cc2ccccc2)c(=O)[nH]c1=O (stereo unspecified)	1%	2%	2%	-7%	-1%	-2%	-1.4%	1%
CCOC(=O)Cn1nc(-c2ccccc2)c2cnc3ccc(C)cc3c21	-21%	-2%	-23%	-20%	35%[activator]	6%	-1.3%	0%
COc1ccc(N/C(N)=N/c2nc(CSc3ccc(Cl)cc3)cc(=O)[nH]2)cc1	22%[38.3 µM]	2%	-4%[46.1 µM]	-9%	-6%	-2%	3.7%	1%
CCN1CCN(c2ccc(NC(=O)c3ccc([N+](=O)[O-])o3)cc2Cl)CC1	20%	0%	-14%	-88%[inhibitor]	5%	i	0.2%	0%
CCc1cc2c(=O)c(-c3cnn(-c4ccccc4)c3)c(C)oc2cc1OCC(=O)Nc1cccc(C)c1	?	0%	?	-20%	5%	-7%	0.0%	4%
O=C(CC(Sc1ccccc1)c1cccs1)c1ccco1 (stereo unspecified)	6%[38.3 µM]	5%	8%[46.1 µM]	-12%	-1%	-4%	-0.7%	-7%
COc1cccc2c(=O)cc(C)n(CC(=O)Nc3ccc(Br)cc3)c12	·	·	5%	·	3%	-8%	-0.3%	6%
COc1ccc(C(=O)Nc2ccc(C3CC3(Cl)Cl)cc2)cc1 (stereo unspecified)	9%	3%	15%	·	1%	i	0.5%	2%
Cc1nc2c(ncn2-c2ccccc2)c(=O)n1NC(=O)CN1CCN(C)CC1	·	·	21%	·	6%	8%	4.1%	-3%
CCCCCCCCCCCCCCSCC(=O)O	3%&-3%	-8%	-17%[46.1 µM]	23%&-8%	-8%&8%	-8%&12%	-0.2%&0.0%	-4%
CC(=O)c1c(C)[nH]c(C(=O)NCCc2cccc(C)c2)c1C	-11%[38.3 µM]	2%	3%[46.1 µM]	11%	-4%	-4%	0.9%	3%
O=C(c1cnccn1)N1CCN(S(=O)(=O)c2ccc3ccccc3c2)CC1	20%[38.3 µM]	-5%	-2%[46.1 µM]	-16%	-36%	0%	-1.0%	-6%
O=C(CSc1ccc2c(c1)OCCO2)NCc1ccccc1	-2%	2%	3%	?	4%	-4%	3.4%	-3%
c1ccc(COc2ccc(CNn3cnnc3)cc2)cc1	14%[38.3 µM]	0%	-18%[46.1 µM]	18%	12%	-10%	5.7%	10%
Cc1csc2ncc(C(=O)Nc3ccc4c(c3)OCCO4)c(=O)n12	?	-5%	1%[46.1 µM]	4.5µM*	6%	-1%	0.0%	0%
C=CCn1c(SCc2ccc(C(=O)OC)cc2)nnc1-c1sc(N)nc1C	-3%	0%	-1%	-28%	-7%	-5%	1.0%	10%
O=C(Nc1ccccc1F)c1cc(S(=O)(=O)N2CCCCC2)cs1	26%[38.3 µM]	7%	0%[46.1 µM]	-22%	12%	-2%	0.0%	3%
CCN(CC)CCN1C(=O)c2ccccc2NC1c1cccc(F)c1 (stereo unspecified)	13%[38.3 µM]	1%	-9%[46.1 µM]	-15%	-7%	i	-0.9%	?
CCN(CC)S(=O)(=O)c1ccc2c(c1)c(=O)c(C(=O)N1CCN(c3ccccc3)CC1)cn2C	-2%	3%	2%	-4%	5%	0%	-1.0%	-18%
C/C(=N\NC(=O)CCc1ccccc1)C1C(=O)c2ccccc2C1=O	11%	1%	10%	-16%	10%	-2%	1.8%	?
CC(C)N(C(=O)CSc1nnc(NC(=O)c2ccco2)s1)C(C)C	-2%	4%	-6%	-5%	6%	1%	3.2%	-6%
COc1ccccc1NS(=O)(=O)c1cccc(NC(=S)NCCN2CCOCC2)c1	-2%	-1%	6%	·	1%	-12%	1.1%	8%
Cc1ccccc1NC(=O)Cn1nnc(-c2ccc(CN3CCC(C)CC3)cc2)n1	·	·	10%	·	6%	i	-3.1%	19%
C=CCn1c(=O)c2ccc(C(=O)NCc3ccccc3)cc2n(Cc2ccccc2Cl)c1=O	-11%	-1%	-2%	26%	-4%	0%	0.0%	3%
Cc1cc(C)cc(NC(=O)C(Sc2nnc(C)c(=O)[nH]2)c2ccccc2)c1 (stereo unspecified)	·	·	-1%	·	-2%	i	-1.1%	-7%
O=C1CCC(=O)N1c1ccc(NC2CCN(Cc3ccccc3)CC2)c([N+](=O)[O-])c1	25%	-1%	-18%	14%	17%	-2%	-1.1%	8%
Cc1noc(C)c1COC(=O)c1cc2ccccc2cc1O	36%[activator][38.3 µM]	5%	-29%[46.1 µM]	-27%	4%	-7%	0.0%	-2%
O=C(CSCc1ccc(Cl)cc1)Nc1ccc(S(=O)(=O)N2CCOCC2)cc1	-1%	-2%	-11%	-26%	15%	-6%	0.0%	-10%
S=C(NCc1cccnc1)Nc1cccc(Cl)c1	0%[38.3 µM]	-1%	-7%[46.1 µM]	-9%	7%	-5%	0.8%	0%

Some of these compounds in order of their number in RECQ1 inh, high to low.
molecule,IMPase Li inh,NPSR antagonist,SMN2 splice up,RGS12 GoLoco inh,RECQ1 inh,Epigenetic reg,KDM4E inh
O=C(Nc1ccccc1F)c1cc(S(=O)(=O)N2CCCCC2)cs1,26%[38.3 µM],0%[46.1 µM],-22%,12%,-2%,0.0%,3%
CC(=O)c1c(C)[nH]c(C(=O)NCCc2cccc(C)c2)c1C,-11%[38.3 µM],3%[46.1 µM],11%,-4%,-4%,0.9%,3%
O=C(CSCc1ccc(Cl)cc1)Nc1ccc(S(=O)(=O)N2CCOCC2)cc1,-1%,-11%,-26%,15%,-6%,0.0%,-10%

Going on with the list.
SMILES	IMPase Li inh	Luc counter	NPSR antagonist	SMN2 splice up	RGS12 GoLoco inh	RECQ1 inh	Epigenetic reg	KDM4E inh
COc1ccc(CC(=O)Nc2ccc3c(c2)CCC3)cc1	0%	3%	-2%[46.1 µM]	0%	-14%	-4%	1.3%	5%
Nc1nc(NCc2ccccc2)nc(NCc2ccccc2)c1[N+](=O)[O-]	0%	0%	14%	-18%	-9%	-1%	1.0%	-4%
O=C(Nc1ccc(S(=O)(=O)N2CCCC2)cc1)C1CCCN1C(=O)c1cccs1 (stereo unspecified)	12%	·	-17%	·	-3%	i	0.9%	-5%
O=C(CCC1CCCN(C(=O)Cc2ccc(F)cc2)C1)N1CCN(c2ccccn2)CC1 (stereo unspecified)	6%	6%	7%	·	3%	-3%	1.3%	?
CN(C)S(=O)(=O)NC(c1ccccc1)c1ccccc1	-8%[38.3 µM]	4%	-8%[46.1 µM]	-12%	-7%	-4%	-0.8%	1%
CNC(=O)C1=C(C)n2c(nc3ccccc32)NC1c1ccc(OC)cc1 (stereo unspecified)	-5%	-7%	-11%	3%	10%	-4%	8.6%	-7%
CCOc1ccc2c(c1)n(CO)c(=S)n2CO	21%[38.3 µM]	-1%	-3%[46.1 µM]	10%	-2%	i	-1.6%	-5%
Cc1nnc(SCc2ccc3c(c2)OCO3)s1	21%[38.3 µM]	1%	-18%[46.1 µM]	13%	-17%	-1%	8.8%	0%
COC(=O)CSc1[nH]c(=O)cc(C)c1C#N	·	·	-6%[46.1 µM]	·	·	i	-1.0%	3%
Cc1cccc(N2CCN(C(=O)Cn3sc4nc(C)cc(C)c4c3=O)CC2C)c1 (stereo unspecified)	20%[38.3 µM]	-8%	?	-2%	1.4µM*	-16%	-1.0%	?
CCc1ccccc1NC(=S)N(CCN(C)C)C(C)c1ccco1 (stereo unspecified)	-5%	-2%	-5%	-9%	3%	1%	4.8%	3%
O=C1c2ccccc2C(=O)C12OC2c1ccc(Cl)cc1Cl (stereo unspecified)	-2%	2%	?	-12%	-1%	-24%	0.0%	-25%
CCCn1cc([C@@H]2C[C@H]3CN(Cc4cccc(Cl)c4)C(=O)[C@]34CCCN24)c(C)n1	·	·	4%	·	13%	1%	6.7%	-2%
Cc1occc1C(=O)NC(C)C1CCCO1 (stereo unspecified)	24%[38.3 µM]	-1%	-4%[46.1 µM]	20%	2%	-1%	-0.2%	2%
CC(=O)Nc1ccc2c(c1)nc1n2CCN(C2CCCCC2)C1	5%	-8%	-25%	13µM*	23%	21%	-1.1%	?
COc1cc2c(cc1O)CCN(C(=O)c1ccco1)C2C (stereo unspecified)	21%[38.3 µM]	-7%	?	0%	13%	-5%	-2.6%	?
COc1ccccc1C1CC(=O)NC(SCC(=O)Nc2ccccc2)=C1C#N (stereo unspecified)	-7%[38.3 µM]	1%	-14%[46.1 µM]	-11%	-3%	-5%	0.0%	-3%

High-throughput results: PubChem BioAssay, National Center for Advancing Translational Sciences (NCATS)
